Screening data deposited in PubChem BioAssay by Sanford-Burnham Center for Chemical Genomics.
SENP7 block: blocks the human protease SENP7. Q9BQF6. recombinant SENP7, Z-RLRGG-aminoluciferin luminescence, 40 min. inhibition, % at 5 µM. actives 1.5% (n = 330,000);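 active = inhibition above about 50% at the single test dose, limit read from the data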;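 note: plate controls were DMSO with enzyme for no effect and no enzyme buffer wells for full effect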
ATG4B inhibitor: ATG4B (human) cysteine protease inhibition; Q9Y4P1; ATG4B cleavage of LC3-PLA2, NBD-HPC fluorescence, 1 h; inhibition, % at 8.33 µM; actives 0.51% (n = 340,000); in the data active = inhibition above about 40%
Target sequence (Q9Y4P1 whole entry, looked up): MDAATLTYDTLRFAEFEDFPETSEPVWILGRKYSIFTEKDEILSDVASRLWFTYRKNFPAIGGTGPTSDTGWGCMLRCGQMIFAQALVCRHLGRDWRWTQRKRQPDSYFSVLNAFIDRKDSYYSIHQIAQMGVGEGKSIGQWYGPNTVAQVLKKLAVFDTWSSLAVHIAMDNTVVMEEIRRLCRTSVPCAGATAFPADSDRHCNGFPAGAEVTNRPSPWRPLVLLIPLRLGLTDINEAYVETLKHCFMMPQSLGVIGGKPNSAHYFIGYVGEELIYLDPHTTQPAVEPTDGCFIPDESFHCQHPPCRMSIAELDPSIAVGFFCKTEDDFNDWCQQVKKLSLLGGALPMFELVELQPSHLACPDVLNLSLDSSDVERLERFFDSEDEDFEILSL
HKDC1 inh: inhibitors of human hexokinase HKDC1. Q2TB90. recombinant HKDC1, G6PDH/diaphorase resazurin coupled fluorescence. inhibition, % at 20 µM. actives 0.16% (n = 340,000). AID 493160;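 active = inhibition above about 35% when tested at 20 µM, limit read from the data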;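 note: plate controls were DMSO wells with enzyme for no effect and DMSO wells lacking enzyme for full effect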
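Material: recombinant HKDC1 hexokinase; Amount: HKDC1 at 5 µg/mL; Medium: Tris pH 8.0 buffer with MgCl2, Tween-20, BSA, BME; Schedule: 90 min reaction incubation at room temperature, dark; Technique: coupled resazurin fluorescence, excitation 525 nm, emission 613 nm.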
PfG6PD inh: PfG6PD (Plasmodium falciparum) enzyme inhibition; actives 0.78% (n = 350,000); AID 504690; inhibition, % at 20 µM; PfGluPho enzyme, NADPH resazurin-diaphorase fluorescence;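 active = inhibition reaching at least a set limit at 20 µM in the primary screen, cut at about 59% in these data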;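 note: 0% = DMSO wells with substrate and 100% = DMSO wells lacking glucose-6-phosphate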
NR3A LBD binder: NR3A (human) ligand-binding domain modulation | NR3A LBD differential scanning fluorimetry, Tm shift; 0% = protein alone, 100% = glycine-bound protein | Tm shift relative to glycine control, % at 25 µM | actives 2.5% (n = 340,000) | AID 1259313;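 active = melting temperature shift of at least 10% of the positive control shift, at one fixed dose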
SENP6 inh: inhibitors of human SENP6 protease | inhibition, % at 10 µM | Recombinant SENP6 catalytic domain, aminoluciferin luminescence | actives 1.8% (n = 330,000);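 active = inhibition above about 50% at the single tested dose, limit read from the data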;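 note: plate controls were DMSO wells with enzyme for no effect and DMSO wells lacking enzyme for full effect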
SENP8 inh: inhibitors of human SENP8 protease. Q96LD8. actives 0.64% (n = 360,000). inhibition, % at 20 µM. AID 602440. recombinant SENP8, Nedd8 substrate fluorescence; in the data active = inhibition mostly above about 40%, no sharp cut-off; inactive = mostly below about 27%
Target sequence (Q96LD8 whole entry, looked up): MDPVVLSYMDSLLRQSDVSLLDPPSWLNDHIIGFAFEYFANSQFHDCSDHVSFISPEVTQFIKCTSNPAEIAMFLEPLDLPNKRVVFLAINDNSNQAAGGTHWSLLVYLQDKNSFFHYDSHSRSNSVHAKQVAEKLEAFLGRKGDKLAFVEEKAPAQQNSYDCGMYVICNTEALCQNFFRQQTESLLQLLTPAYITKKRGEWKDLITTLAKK
MPTP inh: blocks calcium-induced mitochondrial swelling; actives 1.4% (n = 360,000); inhibition, % at 10 µM; isolated mouse mitochondria, Ca2+ swelling absorbance, 30 min; AID 602449;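 active = inhibition of 50% or more, scaled per plate between neutral and stimulator controls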;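 note: 0% = DMSO wells given calcium and 100% = 1 mM EGTA wells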
* = called active by the depositor; & = joins results of further samples.

SMILES	SENP7 block	ATG4B inhibitor	HKDC1 inh	PfG6PD inh	NR3A LBD binder	SENP6 inh	SENP8 inh	MPTP inh
NC(=O)c1ccc(NC(=O)CCN=C2NS(=O)(=O)c3ccccc32)cc1	-4	4	2	-3	-2	11	4	0.2
CCOC(=O)N1CCC(NC(=O)c2ccc3c(c2)N(C)C(=O)/C(=C/c2cccc(OC)c2)S3)CC1	-2	-2	-3	6	-2	-2	-72	-1.9
NC(=O)c1ccccc1NC(=O)c1ccoc1	3	0	-4	-1	1	-10	-45	-0.4
COCC(C)NC(=O)c1cc2cc(OC)ccc2[nH]1 (centres undefined)	3	-3	3	5	-1	-15	-425	1.5
COc1ccc(-n2ncc3c2CC(C)(C)CC3NC(=O)CN2CCOC2=O)cc1 (centres undefined)	7	-1	-4	1	-2	-30	1	-1.0
COc1ccc(C(=O)NNC(=O)C2(C)CC2(Br)Br)cc1 (centres undefined)	3	0	2	6	3	3	-6	5.2
CC(C)(C)NCC(O)COCc1ccc(Cl)cc1 (centres undefined)	-12	-12	-3	6	1	-13	12	-1.1
Cn1c(=O)c(C(N)=S)cn(-c2ccccc2)c1=O	7	-1	-3	-11	0	11	15	-1.0
Cc1ccc(CN2C(=O)CCC2C(=O)NC2CCCC2)cc1 (centres undefined)	-10	-4	0	-2	1	-23	7	-2.2
CSc1ccccc1OCc1cc(C(=O)N(C)CCc2c(C)n[nH]c2C)no1	-15	-4	2	-7	-1	5	15	-0.4
NC(=O)NOCc1ccccc1	0	0	-5	-13	-1	-36	12	-1.2
CN(CC(=O)Nc1ccccc1Br)C(=O)c1ccccc1OCc1ccc(F)cc1	1	-27	-1	-3	0	-1	-6	0.4
CC1(c2nnc(-c3ccccc3)o2)CC(c2ccc(F)cc2)=NO1 (centres undefined)	-4	-11	-3	7	5	3	12	-1.9
FC(F)(F)c1cc(CCN2CCNC[C@@H]2CC2CCCCC2)cc(C(F)(F)F)c1	-7	12	4	12	4	-49	12	-0.6
CN(C)S(=O)(=O)c1ccc(Cl)c(NC(=O)c2ccncc2)c1	-3	-2	-9	-4	-4	-8	16	-0.5
Cc1cccc(OC(C)C(=O)N2CCc3ccccc3C2)c1 (centres undefined)	-8	7	3	-11	-3	-6	8	0.8
CCc1ccccc1NC(=O)c1ccccc1Sc1ccc([N+](=O)[O-])cc1Cl	-1	-11	-12	7	2	-9	7	18
COc1ccc(OCC(=O)NC(=S)Nc2ccc3c4c(cccc24)CC3)cc1	-4	-8	-9	-1	-4	-8	6	2.4
COc1cccc(S(=O)(=O)Nc2ccc(C(=O)NCc3ccco3)cc2)c1	-8	-6	7	-3	0	-7	6	-1.0
NS(=O)(=O)c1ccc(CCNc2ccc(C(F)(F)F)cn2)cc1	-4	4	-2	3	2	-6	0	-0.2
Cc1nc2ccccc2nc1CSc1nnc(N)s1	0	1	1	-7	1	-3	9	-1.4
COc1cccc(NC(=O)COC(=O)c2c(-c3ccccc3)noc2C)c1	0	14	-10	-4	0	3	21	-1.2
Fc1ccc([C@@H]2CCNC[C@H]2COc2ccc3c(c2)OCO3)cc1	-8&6&-12	6&-4&6	-2&-5&-2	18&12&16	-1&2&-2	-20&-18&-14	6&10&19	98*
Cc1cccc(C2c3[nH]c4ccccc4c3CCN2C(=O)c2ocnc2C)n1 (centres undefined)	-3	-9	-2	-3	0	0	10	-1.8
Cc1cc(NC(=O)CSCC(=O)NCc2cccc(C(F)(F)F)c2)no1	-3	8	-2	-9	1	5	-1	-0.9
CCC(=O)Nc1cc(C)c(OC)c(C)c1	0	-4	-4	-19	-1	2	12	0.8
O=C(CSc1n[nH]c(-c2ccccc2)n1)Nc1ncccn1	-7	-8	-1	-3	-1	8	-7	0.0
O=C1CN(C(=O)COc2ccc(Br)cc2F)c2ccccc2N1	-1	2	-4	-9	0	-13	21	-1.8
CCOC(=O)c1c([N+](=O)[O-])c(C)[nH]c(=O)c1C#N	7	0	-5	-8	-2	-34	18	-0.8
COc1ccc(-c2noc(N(C)CC(=O)Nc3cccc(C(F)(F)F)c3)n2)cc1	-5	1	4	27	10*	-21	43*	4.3
Cc1cccc(OCC(=O)Nc2ccc3c(c2)nc(CCN2CCC(C)CC2)n3C)c1	-2	2	-4	-5	3	-7	6	-1.6

Ordered by length of the SMILES (ascending): 13 of the compounds above
SMILES	SENP7 block	ATG4B inhibitor	HKDC1 inh	PfG6PD inh	NR3A LBD binder	SENP6 inh	SENP8 inh	MPTP inh
CCC(=O)Nc1cc(C)c(OC)c(C)c1	0	-4	-4	-19	-1	2	12	0.8
Cc1nc2ccccc2nc1CSc1nnc(N)s1	0	1	1	-7	1	-3	9	-1.4
Cc1cccc(OC(C)C(=O)N2CCc3ccccc3C2)c1 (centres undefined)	-8	7	3	-11	-3	-6	8	0.8
O=C(CSc1n[nH]c(-c2ccccc2)n1)Nc1ncccn1	-7	-8	-1	-3	-1	8	-7	0.0
O=C1CN(C(=O)COc2ccc(Br)cc2F)c2ccccc2N1	-1	2	-4	-9	0	-13	21	-1.8
NS(=O)(=O)c1ccc(CCNc2ccc(C(F)(F)F)cn2)cc1	-4	4	-2	3	2	-6	0	-0.2
CCOC(=O)c1c([N+](=O)[O-])c(C)[nH]c(=O)c1C#N	7	0	-5	-8	-2	-34	18	-0.8
COc1cccc(NC(=O)COC(=O)c2c(-c3ccccc3)noc2C)c1	0	14	-10	-4	0	3	21	-1.2
Fc1ccc([C@@H]2CCNC[C@H]2COc2ccc3c(c2)OCO3)cc1	-8&6&-12	6&-4&6	-2&-5&-2	18&12&16	-1&2&-2	-20&-18&-14	6&10&19	98*
COc1cccc(S(=O)(=O)Nc2ccc(C(=O)NCc3ccco3)cc2)c1	-8	-6	7	-3	0	-7	6	-1.0
CCc1ccccc1NC(=O)c1ccccc1Sc1ccc([N+](=O)[O-])cc1Cl	-1	-11	-12	7	2	-9	7	18
Cc1cccc(OCC(=O)Nc2ccc3c(c2)nc(CCN2CCC(C)CC2)n3C)c1	-2	2	-4	-5	3	-7	6	-1.6
COc1ccc(-c2noc(N(C)CC(=O)Nc3cccc(C(F)(F)F)c3)n2)cc1	-5	1	4	27	10*	-21	43*	4.3

Of the compounds above, 2 contain a furan ring, fused or not.
SMILES	SENP7 block	ATG4B inhibitor	HKDC1 inh	PfG6PD inh	NR3A LBD binder	SENP6 inh	SENP8 inh	MPTP inh
NC(=O)c1ccccc1NC(=O)c1ccoc1	3	0	-4	-1	1	-10	-45	-0.4
COc1cccc(S(=O)(=O)Nc2ccc(C(=O)NCc3ccco3)cc2)c1	-8	-6	7	-3	0	-7	6	-1.0
